Assay outcomes: PubChem, several laboratories
TRPM1 prom inh: inhibitors of MITF-driven TRPM1 promoter in melanoma cells; inhibition, % at 12.5 µM; hit rate 0.83% among 330,000; AID 488899; SK-MEL-5 TRPM1 promoter luciferase, 24 h;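 active means mean inhibition across replicates of 60% or more, whatever share of single replicates reaches that level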; further: values of inactives mirror those of a sister screen read the other way
Vif imaging: HIV Vif inhibition; AID 602346; hit rate 0.35% among 340,000; HEK293T cells, Vif self-association by quenched fluorescence, imaging, 24 h; inhibition, % at 7.49 µM; in the data active means inhibition above about 50%, passing the limit was not always enough; further: some results filed as inactive read as strong as hits
Exocytosis inh: blocks lytic granule exocytosis. TALL-104 LAMP-1 surface exposure, flow cytometry; cells stimulated with thapsigargin and PMA. inhibition, % at 10 µM. hit rate 0.66% among 360,000. AID 651702;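 active means inhibition above about 55%, limit read from the data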
hiPSC survival: increases survival of single human iPS cells; hit rate 0.044% among 360,000; hiPSC single-cell survival, ATPlite luminescence; 100% = ROCK inhibitor wells, 0% = DMSO; survival enhancement, % at 20 µM; AID 602274; in the data active means survival enhancement above about 18%;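 further: cells exposed to compounds for 16 hours before the ATP read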
CaV13 FRET inh: Primary screen for inhibitors of IQ motif and Ca2+-dependent inactivation inhibitor domain binding in CACNA1D, Förster resonance energy transfer in living cells, … | inhibition, % at 12.3 µM | AID 743397 | hit rate 0.098% among 340,000 | HEK cells, CFP/YFP FRET ICDI-IQ, plate reader, 10 min; percent FRET-ratio fall versus neutral wells;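 active means mean replicate inhibition of at least 30% and at least 1% of replicates passing that level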;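 further: 0% = median of the neutral control wells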
NR2E3 ag-1: activates human NR2E3 receptor. AID 602229. hit rate 0.35% among 360,000. inhibition of corepressor binding, % at 3.98 µM. Q9Y5X4. CHO-S Gal4-NCOR/VP16-NR2E3 two-hybrid, luciferase;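 active means inhibition above the mean of all tested compounds plus 3 SD, cut at about 70% in these data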;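 further: 0% = DMSO with NR2E3 transfected cells and 100% = cells lacking NR2E3 construct; higher means lower luciferase signal from less NR2E3 corepressor binding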
Target sequence (Q9Y5X4 whole entry, looked up, the tested form may be a part): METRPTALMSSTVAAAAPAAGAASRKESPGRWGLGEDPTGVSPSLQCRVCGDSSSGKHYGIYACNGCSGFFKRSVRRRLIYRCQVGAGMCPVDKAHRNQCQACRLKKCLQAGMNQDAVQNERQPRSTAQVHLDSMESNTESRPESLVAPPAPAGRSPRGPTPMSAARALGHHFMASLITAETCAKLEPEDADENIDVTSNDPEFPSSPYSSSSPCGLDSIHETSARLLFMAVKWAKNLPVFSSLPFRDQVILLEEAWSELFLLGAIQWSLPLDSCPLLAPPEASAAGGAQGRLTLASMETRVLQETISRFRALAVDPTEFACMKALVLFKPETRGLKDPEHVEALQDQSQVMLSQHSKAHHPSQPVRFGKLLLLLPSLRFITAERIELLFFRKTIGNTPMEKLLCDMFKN
aDG glyco up: increases alpha dystroglycan glycosylation | activation, % at 10 µM | hit rate 0.22% among 360,000 | Pro5-aDG cells, alpha-DG glycosylation AlphaScreen (IIH6); 0% Pro5, 100% B10-LARGE cell signal;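 active means activation of at least 8% versus controls, or a plate z-score of at least 8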;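 further: Pro5 are CHO cells carrying HIG-tagged alpha-DG that lacks glycosylation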
NR2E3 ag-2: NR2E3 (human) agonism; hit rate 0.12% among 320,000; Q9Y5X4; GST-NR2E3/biotin-RetCOR TR-FRET, 1536-well; inhibition of corepressor binding, % at 4.78 µM; AID 2300;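 active means percent inhibition above the cutoff of mean plus 3 SD of all tested compounds, set per screening campaign, cut at about 20% in these data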;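 further: 0% = DMSO wells and 100% = biotin wells as full block of FRET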
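system = GST-tagged NR2E3 plus biotinylated RetCOR corepressor | input = 1.35 nM GST-NR2E3 | also added = 7 nM biotin-RetCOR | schedule = 5 h incubation at 4 °C | measured by = TR-FRET with europium anti-GST and streptavidin-D2, 340 nm excitation | read-out = percent loss of FRET ratio relative to control wells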
Peg3 prom inh: Peg3 promoter activity inhibition. hit rate 1.7% among 360,000. inhibition, % at 20 µM. HeLa PEG-Prom luciferase reporter, luminescence, overnight;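 active means inhibition of at least 50% at 20 µM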
PDI turbidity: blocks human protein disulfide isomerase activity | inhibition, % at 10 µM | PDI insulin aggregation turbidity, A650, 90 min | P07237 | hit rate 0.052% among 350,000;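 active means mean inhibition across replicates of 30% or more, whatever share of single replicates reach that level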;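 further: absorbance from insulin aggregation driven by PDI reduction with DTT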
Target sequence (P07237 whole entry, looked up): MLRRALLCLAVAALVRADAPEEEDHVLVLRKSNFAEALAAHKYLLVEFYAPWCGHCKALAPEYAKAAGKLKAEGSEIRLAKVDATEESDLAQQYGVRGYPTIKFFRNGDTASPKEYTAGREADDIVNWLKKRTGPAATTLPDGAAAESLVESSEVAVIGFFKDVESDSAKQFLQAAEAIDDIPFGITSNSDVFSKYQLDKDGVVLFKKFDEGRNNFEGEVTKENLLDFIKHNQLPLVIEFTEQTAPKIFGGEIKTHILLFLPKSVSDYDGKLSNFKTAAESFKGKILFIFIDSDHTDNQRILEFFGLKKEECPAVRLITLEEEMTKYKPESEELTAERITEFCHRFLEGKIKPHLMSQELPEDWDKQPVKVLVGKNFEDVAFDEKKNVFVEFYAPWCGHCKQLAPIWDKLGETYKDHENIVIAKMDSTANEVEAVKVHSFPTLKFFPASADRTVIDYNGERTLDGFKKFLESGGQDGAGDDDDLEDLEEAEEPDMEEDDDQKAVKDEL
HIF-2a block: blocks HIF-2a reporter activity; inhibition, % at 18.8 µM; hit rate 0.72% among 360,000; AID 624352; 786-0 RCC cells HIF-2a reporter, luciferase luminescence, overnight;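 active means inhibition of the luminescence signal of 40% or more relative to plate controls, in a single-dose primary screen at 18.75 µM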
Starred values were filed as active, the others as inactive; . = no result given.

SMILES	TRPM1 prom inh	Vif imaging	Exocytosis inh	hiPSC survival	CaV13 FRET inh	NR2E3 ag-1	aDG glyco up	NR2E3 ag-2	Peg3 prom inh	PDI turbidity	HIF-2a block
COC(=O)c1ccc(N2NC(=O)/C(=C/c3cc(OC)c(OC)c(OC)c3)C2=O)cc1	3	-5	-4	-0.4	-17	-5	-0.2	4	16	-1	9
O=S(=O)(Nc1ccc(Cl)cn1)c1ccc2c(c1)OCCO2	-5	-2	10	0.8	-5	28	0.1	-3	8	-1	5
Cc1c(Cl)ccc2c(C(=O)O)cc(-c3ccccc3)nc12	8	1	3	-0.4	-6	-5	0.1	3	10	0	9
O=C(CN1CCOCC1)NNC(=O)c1ccc([N+](=O)[O-])cc1	3	15	0	0.4	-2	-16	0.3	-2	1	-1	11
O=C1C(=O)N(CCN2CCOCC2)C(c2ccccn2)/C1=C(/O)c1ccc(Cl)cc1 (stereo unspecified)	5	-5	-2	0.3	-6	-2	0.0	-1	-16	-30	4
O=C(Nc1cc([N+](=O)[O-])ccc1C(=O)NCCN1CCOCC1)c1ccccc1	-4	.	-2	-0.4	-2	-2	-0.1	1	16	-4	13
Cc1noc(C)c1NC(=O)N(C)C[C@H]1Oc2ccc(NC(=O)NC3CCCCC3)cc2C(=O)N([C@H](C)CO)C[C@@H]1C	-3	-4	-4	9.3	-10	-1	-0.1	.	18	0	12
CCc1ccc(NC(=O)Nc2cc(C(=O)NCC3CCCO3)ccc2N2CC3CC(C2)c2cccc(=O)n2C3)cc1 (stereo unspecified)	-1	8	-1	-0.5	-5	-6	-0.1	-1	6	-11	12
COc1ccc(NC2CCCN(C(=O)C3(C)CCCCC3)C2)cc1OC (stereo unspecified)	5	4	7	-0.1	-7	11	-0.2	-2	-2	-7	-4
CCCOc1ccc(N2CC(C(=O)Nc3ccc4c(c3)OCO4)CC2=O)cc1 (stereo unspecified)	-4	2	-3	1.3	-2	-11	0.0	-2	-1	.	-7
C=CCn1c(CCn2c3ccccc3c3ccccc32)n[nH]c1=S	5	-4	-3	0.7	-6	-9	0.4	2	13	-11	4
O=C(Cc1ccc(NC2=NC3CS(=O)(=O)CC3S2)cc1)Nc1ccc(F)cc1 (stereo unspecified)	.	2	12	1.0	-7	-14	-0.1	-1	5	.	-1
CN(C)/C=C1\C(=O)Oc2ccccc2C1=O	.	0	5	-0.6	-2	22	-0.2	0	4	11	12
CC(=O)c1ccc(S(=O)(=O)Nc2ccc(Cl)c(S(=O)(=O)N3CCCC3)c2)cc1	10	-4	3	0.5	-5	-25	-0.2	.	9	3	-3
Cc1nc(P(=O)(c2ccccc2)c2ccccc2)c(N2CCOCC2)o1	6	5	5	-3.5	-5	-27	0.2	0	20	-5	13
CC(NC(=O)/C(C#N)=C1\N=C(NC(=O)c2ccco2)c2ccccc21)c1ccccc1 (stereo unspecified)	.	-3	-1	-0.3	1	-20	-0.1	-1	22	-3	15
CC1(C(=O)N/N=C/c2c(F)c(F)c(F)c(F)c2F)CC1(Cl)Cl (stereo unspecified)	35	-5	-6	-0.6	-2	-13	0.7	-3	16	-4	26
COc1ccc(-c2nc(CSCC(=O)NCc3ccco3)c(C)o2)cc1	6	0	-1	1.0	.	52	0.1	2	-11	8	26
Nc1nonc1-n1nnc(C(=O)N/N=C\c2cccc(Cl)c2)c1CN1CCOCC1	6	11	7	0.0	-3	-6	0.0	2	6	1	2
CN1C(=O)CC(N2CCN(C(=O)CN3CCCC3)CC2)C1=O (stereo unspecified)	14	6	3	0.1	-6	-15	0.8	-1	6	5	14
COc1cc2c(cc1OC)CN(CC(=O)Nc1cccc([N+](=O)[O-])c1)CC2	-3	-8	-5	4.5	-2	-26	-0.1	-2	4	0	23
Cc1ccc(NC(=O)COC(=O)c2cc(C)nc3ccccc23)c([N+](=O)[O-])c1	-8	3	0	-2.7	-1	11	0.7	3	7	9	15
Cc1occc1C(=O)NNC(=O)Nc1ccc(Cl)c(Cl)c1	-11	-11	6	1.8	-2	-5	-0.1	6	-3	-1	16
COc1cccc(-n2c(SC)nnc2-c2c[nH]c3ccccc23)c1	.	-14	-8	2.6	-5	6	-0.1	3	6	.	3
Cc1cccc(NC(=O)c2nc[nH]c2C(=O)N[C@@H](Cc2ccccc2)C(=O)OC(C)(C)C)c1	-15	0	2	-0.6	-4	-24	0.2	0	2	1	12
CCNC(=S)N1CCNC(=O)C1CC(=O)OC (stereo unspecified)	23	11	0	-0.9	-12	2	0.0	-3	-28	-6	25
CCOCCCNC(=O)C(c1ccc(OC)cc1)N(Cc1ccc2c(c1)OCO2)C(=O)c1ccccc1O (stereo unspecified)	5	.	0	-0.1	-4	8	0.0	-2	24	10	12
COc1ccc(CCN(C)C(=O)c2cncc(Br)c2)cc1OC	3	1	-6	0.2	-2	-3	0.0	12	7	-3	12
COc1ccc(C(O)c2ncc(-c3ccccc3C)[nH]2)cc1F (stereo unspecified)	.	-1	-11	-0.7	-5	22	0.8	.	6	-5	10
O=C(Cn1cc(C(=O)C2CC2)c2ccccc21)NCc1ccc2c(c1)OCO2	-12	-4	3	4.2	-5	6	0.1	0	11	-8	-8
COc1cccc(-c2noc(-c3ccc(Br)o3)n2)c1	-72	0	-4	-0.2	-1	-113	-0.1	1	-326	3	-297
O=C1CCCN1c1ccc(CNS(=O)(=O)c2ccc(F)cc2)cc1	-3	7	0	1.5	-1	-10	-0.1	1	-5	-1	-24
CC(C)(C)OC(=O)N[C@@H](C(=O)OC(C)(C)C)c1ccc(C(F)(F)F)cc1	2	0	-4	-1.4	-4	-8	-0.3	-3	-14	-2	1
Cn1cc(-c2cccc(C(F)(F)F)c2)cc(C#N)c1=O	11	3	-5	-0.7	-19	34	0.0	2	9	5	18
COc1cc(O)ccc1C(=O)CCc1ccc(O)cc1	9	-4	6	3.0	-4	5	0.1	1	-20	-2	3
Cc1sc(NC(=O)c2ccco2)c(CN2CCN(c3ccc(F)cc3)CC2)c1C	11	-5	-3	-2.6	-5	-15	1.1	0	-8	-14	1
CCc1cccc(C)c1NC(=O)CSc1nnc(C)o1	14	-5	-3	-0.6	.	-20	0.1	2	11	-4	12
CCc1nnc(NC(=O)c2ccc(S(=O)(=O)N(CC(C)C)CC(C)C)cc2)o1	20	.	-1	-0.3	.	103*	1.2	-1	25	-4	12
CCn1c(SCC(=O)Nc2nccs2)nnc1-c1ccccn1	15	-7	16	0.9	.	-42	-0.1	7	1	-6	7
CCOC(=O)C1=C(CC)Nc2ccccc2N=C1NC(=O)c1ccc(S(=O)(=O)N2CCCC2)cc1	3	-10	-2	-0.8	-2	-15	0.0	0	21	-1	13

Eleven entries already listed, ordered by SMILES length, low to high:
SMILES	TRPM1 prom inh	Vif imaging	Exocytosis inh	hiPSC survival	CaV13 FRET inh	NR2E3 ag-1	aDG glyco up	NR2E3 ag-2	Peg3 prom inh	PDI turbidity	HIF-2a block
Cc1c(Cl)ccc2c(C(=O)O)cc(-c3ccccc3)nc12	8	1	3	-0.4	-6	-5	0.1	3	10	0	9
COc1ccc(C(O)c2ncc(-c3ccccc3C)[nH]2)cc1F (stereo unspecified)	.	-1	-11	-0.7	-5	22	0.8	.	6	-5	10
COc1ccc(-c2nc(CSCC(=O)NCc3ccco3)c(C)o2)cc1	6	0	-1	1.0	.	52	0.1	2	-11	8	26
Cc1nc(P(=O)(c2ccccc2)c2ccccc2)c(N2CCOCC2)o1	6	5	5	-3.5	-5	-27	0.2	0	20	-5	13
CC1(C(=O)N/N=C/c2c(F)c(F)c(F)c(F)c2F)CC1(Cl)Cl (stereo unspecified)	35	-5	-6	-0.6	-2	-13	0.7	-3	16	-4	26
COc1cc2c(cc1OC)CN(CC(=O)Nc1cccc([N+](=O)[O-])c1)CC2	-3	-8	-5	4.5	-2	-26	-0.1	-2	4	0	23
CC(C)(C)OC(=O)N[C@@H](C(=O)OC(C)(C)C)c1ccc(C(F)(F)F)cc1	2	0	-4	-1.4	-4	-8	-0.3	-3	-14	-2	1
CC(=O)c1ccc(S(=O)(=O)Nc2ccc(Cl)c(S(=O)(=O)N3CCCC3)c2)cc1	10	-4	3	0.5	-5	-25	-0.2	.	9	3	-3
CCOCCCNC(=O)C(c1ccc(OC)cc1)N(Cc1ccc2c(c1)OCO2)C(=O)c1ccccc1O (stereo unspecified)	5	.	0	-0.1	-4	8	0.0	-2	24	10	12
CCc1ccc(NC(=O)Nc2cc(C(=O)NCC3CCCO3)ccc2N2CC3CC(C2)c2cccc(=O)n2C3)cc1 (stereo unspecified)	-1	8	-1	-0.5	-5	-6	-0.1	-1	6	-11	12
Cc1noc(C)c1NC(=O)N(C)C[C@H]1Oc2ccc(NC(=O)NC3CCCCC3)cc2C(=O)N([C@H](C)CO)C[C@@H]1C	-3	-4	-4	9.3	-10	-1	-0.1	.	18	0	12

(list continues)
SMILES	TRPM1 prom inh	Vif imaging	Exocytosis inh	hiPSC survival	CaV13 FRET inh	NR2E3 ag-1	aDG glyco up	NR2E3 ag-2	Peg3 prom inh	PDI turbidity	HIF-2a block
COc1ccccc1NC(=O)Nc1cc(C(C)(C)C)nn1C	7	-4	-5	-0.4	-20	-45	0.1	-1	12	-5	9
CC(=O)c1cccc(N2C(=NC(=O)COc3ccccc3)SC3CS(=O)(=O)CC32)c1 (stereo unspecified)	5	-2	2	-0.4	-2	-18	-0.1	-5	0	-16	6
COc1ccc(OC)c(S(=O)(=O)N2CCC(C(=O)NC(C)c3ccccc3)CC2)c1 (stereo unspecified)	5	-8	1	7.0	-4	-9	-0.1	-2	14	9	6
O=S(=O)(Nc1nc2ccccc2[nH]1)c1ccc(Cl)cc1	6	-23	0	3.0	-8	19	0.3	0	13	-2	17
O=C(O)c1cc2c(cc1NC(=O)c1c(F)cccc1Cl)OCCCO2	8	1	1	0.5	-5	4	-0.2	5	-13	-5	14
NC1=NC[C@H](Cc2ccc(O)cc2)N1CCCCC1CCCCC1	43	3	4	-1.5	3	11	-0.3	6	-1	6	14
CCN(CC)c1ccc(NC(=O)c2cc3ccccc3o2)c(C)c1	-49	2	-4	-1.8	-8	-60	0.2	-2	-64	6	-167
CC/C(=N\NC(=O)c1c(C)nc2ccccn12)c1ccc(Cl)cc1	3	2	-11	1.2	-3	-9	0.1	-4	-3	-7	-9
CCc1ccc(-c2nc(SCC(=O)N3CCOCC3)n[nH]2)cc1	-2	-4	-2	-0.9	-2	-8	-0.3	5	-45	4	-62
C[C@@H](NC(=O)[C@@H]1CCCN1C(=O)[C@@H]1CCCN1C(=O)c1cccc2ccccc12)c1ccccc1	.	.	-1	-0.2	-5	7	-0.2	.	.	.	18
